Screening results deposited in PubChem BioAssay by National Center for Advancing Translational Sciences (NCATS).
ELG1 DNA repair: blocks ELG1-dependent DNA repair in HEK293T cells | AID 504467 | Potency, µM (top dose mostly 46.1 µM), for inactives: at the highest dose activity change, negative = inhibition, most hits filed as inhibitors | 330,000 tested, 2.3% active | HEK293T ELG1-luciferase reporter, luminescence, 16 h; DNA damage induced by 5-fluorouridine; also: potency is read from the fitted curve at half-maximal effect; % is scaled to controls: 0 for no effect and ±100 for the full control effect; nearly all actives have a fitted effect of over 55% in size
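5-Fluorouridine DNA damage + compound/DMSO, 2,000 cells/well, 16 h, 37 °C/5% CO2. ONE-Glo, 30 min RT, luminescence. Readout = decrease in reporter signal.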
MLL CXXC-DNA inh: inhibitors of human MLL CXXC domain-DNA interaction. Q03164. MLL-CXXC / FITC-HOXA9 DNA fluorescence polarization. Potency, µM (titrated, usually from 115 µM), for the others: at the top dose activity change, negative = inhibition, usual class: inhibitors. 290,000 tested, 0.037% active. AID 2662; active = well fitted inhibition curve with a large enough effect in the polarisation, with a control signal flat, not every such curve was filed as active; inconclusive = small, poorly fitted or top-dose-only effect, or effect the other way, or a change in a side signal; inactive = no such curve, though single readings can be large or run the other way; the % refers to the polarisation; also: potency is read from the fitted curve at half-maximal effect
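Purified MLL-CXXC (added from a 7 uM solution) was preincubated 5 min at ambient with pinned compounds in 50 mM Tris-HCl pH 7.5, 50 mM NaCl, 1 mM DTT, 0.05% BSA. Fluorescein-labeled HOX-A9 DNA (50 nM solution) followed, 30 min, then polarization read.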
TRPV1 agonist: human TRPV1 agonism; activation, % at 8.33 µM; 320,000 tested, 0.19% active; TRPV1-expressing cells, Fluo-8 calcium influx, agonist mode; in the data active = activation above about 80%; inconclusive = between about 30% and that limit; also: 0% is about no effect
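TRPV1-expressing cells were cultured overnight at 35.5C and loaded with Fluo-8 calcium dye for 40 to 90 min at room temperature. After a 10 s baseline, compound was added and calcium influx was read kinetically for 3 min (ex 480/em 520 nm).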
A-T KAP1 phos: potential ataxia-telangiectasia treatment | AID 485349 | […] A-T fibroblasts, KAP-1 phosphorylation AlphaLISA; neocarzinostatin DNA damage 30 min before lysis | Potency, µM (titrated, usually from 57.5 µM), for inactives: at the highest dose activation, usual class: activators | 320,000 tested, 0.19% active; also: potency is read from the fitted curve at half-maximal effect; % of control where 0% means no effect; nearly all actives have a fitted effect of over 45% in size
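hTERT-immortalized A-T patient fibroblasts ([…]), 500 cells/well in OPTI-MEM, 1% FBS, got compounds for 60 min, then NCS for 30 min at 37C. Lysates were then assayed for phospho-KAP-1 by AlphaLISA (anti-pKAP1 donor, anti-KAP1 acceptor beads), 6 hr at 25C.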
BRCA1 expr up: BRCA1 expression activation; MCF7-BRCA1-FFLuc reporter, luminescence, 48 h; response scale: scaled: vehicle 0%, 10 µM genistein 100%; Potency, µM (top dose mostly 46.1 µM), without a hit: at the top dose activation, hits mostly activators; 380,000 tested, 1.1% active; AID 624202; also: potency is read from the fitted curve at half-maximal effect; nearly all actives have a fitted effect of over 80% in size; some results filed as inactive show a strong effect at the top dose
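First, MCF7-BRCA1-FFLuc cells (2000/well) attach for 2 h; next, compounds are pin-added and incubated 48 h at 37 °C; finally, luciferase reagent is added and luminescence read after 15 min.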
TSG101-PTAP inh: blocks PTAP/TSG101 interaction to inhibit HIV-1 budding. Potency, µM (doses to about 115 µM), for inactives: top-dose activity change, negative = inhibition, actives largely listed as inhibitors. 340,000 tested, under 10 active. AID 493005. Fluorescence polarization, FITC-PTAP peptide / Tsg101 binding; active = well fitted inhibition curve with a large enough effect in the main read-out, with a control signal flat, not every such curve was filed as active; inconclusive = small, poorly fitted or top-dose-only effect, or effect the other way, or a change in a side signal; inactive = no such curve, though single readings can be large or run the other way; also: potency is read from the fitted curve at half-maximal effect; % of control where 0% means no effect
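FP read-out: FITC-PTAP peptide, 50 nM final, binding Tsg101 binding domain, 10 uM final; 20 min, r.t.; 10 mM HEPES pH 7.5, 0.15 M NaCl, 0.01% Tween 20, 3 mM EDTA, 0.1 mM TCEP.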
Integrin act MD: integrin-mediated muscular dystrophy alleviation activation. alpha7betagal myoblasts, beta-gal FDG fluorescence, 48 h. Potency, µM (series often up to 38.3 µM), inactives show top-dose activation, usual class: activators. 350,000 tested, 0.064% active;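 also: potency is read from the fitted curve at half-maximal effect; 100% = response of the positive control SU9516; nearly all actives have a fitted effect of over 60% in size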
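Alpha7betagal+/- myoblasts (passage 13) were plated 16-24 hr, then exposed to compounds (1:260 dilution of DMSO stock) for 48 hours at 37C. After MPER lysis, β-galactosidase reporter activity was read as FDG fluorescence (ex 480/em 540) after 30 minutes.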
TCR activator: activators of T cell receptors; primary human leukocytes, anti-CD3, IL-2 HTRF, 48 h; Potency, µM (titrated, usually from 9.22 µM), for inactives: top-dose activation of IL-2 secretion, hits mostly activators; 330,000 tested, under 10 active; AID 504894; also: % of control where 0% means no effect
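HTRF read-out of IL-2 secretion: europium cryptate donor excited at 320nm, d2 acceptor emission at 665nm. Cells were primary human leukocytes incubated 48 hr with compounds and a-CD3 beads, supplying TCR signal only.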
B2AR arrestin: agonists driving beta-arrestin recruitment to human beta2-adrenergic receptor. 330,000 tested, 0.02% active. Potency, µM (doses to about 46.1 µM), without a hit: at the highest dose activation, hits mostly activators. AID 492947. beta-arrestin recruitment to beta2AR, cell-based reporter. P07550;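 also: potency is read from the fitted curve at half-maximal effect; 0% = DMSO controls and full agonism = EC100 isoproterenol or metaproterenol; nearly all actives have a fitted effect of over 65% in size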
p53 reactivation: restores transcriptional activity of mutant p53; H1299 p53-A138V BP100-luciferase reporter, luminescence, 24 h; Potency, µM (highest dose often 92.2 µM), for the others: at the top dose activity change, positive = activation, most hits filed as activators; 320,000 tested, 0.063% active; AID 504706; also: potency is read from the fitted curve at half-maximal effect; % of control where 0% means no effect; nearly all actives have a fitted effect of over 45% in size
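p53-null H1299 cells stably carrying temperature-sensitive p53-A138V and a BP100-luciferase reporter were pinned with compounds (4-point, 1:5 series) and held 24 hrs at 37 deg C. Luminescence was read 10 min after detection reagent.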
Starred values were filed as active, the others as inactive; ? = inconclusive; . = no result given; [ ] = dose if it differs, or a comment. Unless noted, calls follow the shape of the dose curve; as a rule, active = well fitted curve in the direction sought with a large enough effect; inconclusive = small, poorly fitted or top-dose-only effect, or another doubt; inactive = no such curve, though single readings can be large; an effect the other way counts as inactive or inconclusive.

Second line of a record – BRCA1 expr up	TRPV1 agonist	TSG101-PTAP inh	p53 reactivation	A-T KAP1 phos	TCR activator	B2AR arrestin	ELG1 DNA repair	MLL CXXC-DNA inh	Integrin act MD
[1] Cn1cccc1Cc1nnc(SCC(=O)NC2CCCC2)n1-c1ccc(F)cc1
 : 5%	3	0%	3%	8%	1%	0.1%	-5%	-4%	11%
[2] CC1=C(C(=O)OCc2ccccc2)C(c2ccc(Br)cc2)NC(=O)N1CCCCCC(=O)O (stereo unspecified)
 : 0%	.	-15%	.	.	-1%	.	.	.	11%
[3] Cc1nn(C)c(C)c1S(=O)(=O)N1CCC(C(=O)NC2CCCCCC2)CC1
 : 27%	7	-11%	-1%	-3%	3%	-0.4%	9%	1%	14%
[4] COc1ccc(NC(=S)N2CCc3ccccc3C2)cc1OC
 : 25%	-1	0%	-2%	9%	-10%	-0.1%	-3%	2%	12%
[5] COc1ccc(Cl)cc1NC(=S)Nc1cccnc1
 : -8%	-1	-2%	-4%	4%	.	-0.1%	3%	?	-20%
[6] COC(=O)COc1cccc(/C=N/NC(=O)CCSc2ccccc2)c1
 : -6%	3	-1%	3%	1%	4%	0.3%	-8%	12%	7%
[7] C/C(=C\c1ccccc1F)C(=O)c1c(C)cc(C)[nH]c1=O
 : 15%	9	0%	-2%	33%	0%	-1.0%	-14%	-8%	?
[8] C=CCn1c(=NC(=O)CN2C(=O)CCC2=O)sc2cccc(OC)c21
 : -7%	1	1%	-3%	-1%	11%	-0.2%	29%	3%	1%
[9] COc1ccccc1OCCNS(=O)(=O)c1ccc2oc3ccccc3c2c1
 : -27%	10	-2%	-4%	3%	-1%[46.1 µM]	0.3%	-23%	4%	-1%
[10] COc1ccccc1N(CC(=O)NCCSc1ccccc1)S(C)(=O)=O
 : -13%	0	-3%	-2%	0%	0%[46.1 µM]	-0.7%	-9%	1%	-19%
[11] CCOc1ccc(NC(=O)CCC(=O)OC)cc1
 : 7%	-1	-5%	1%	0%	.	-0.2%	1%	4%	2%[7.66 µM]
[12] COc1ccc(CNC(=O)CNS(=O)(=O)c2cccs2)cc1
 : -22%	2	-1%	2%	3%	4%	-0.2%	22%	2%	0%
[13] O=C(O)c1nccnc1C(=O)NCCc1c[nH]c2ccccc12
 : -9%	-2	-3%	2%	3%	-1%	-0.1%	-5%	12%	-26%
[14] O=C(Nc1ccc2[nH]ncc2c1)c1ccccc1Br
 : ?	0	-6%	?	10%	.	1.0%	?	-2%	26%
[15] O=c1cc(Cn2ccnc2)c2cc(O)ccc2o1
 : -13%	3	-4%	2%	0%	3%	-0.1%	-10%	-12%	8%
[16] CC(=O)Oc1cccc(N2C(=O)CC(Nc3ccc(N4CCOCC4)cc3)C2=O)c1 (stereo unspecified)
 : -11%	-2	0%	-3%	-4%	-1%	-0.1%	-2%	-7%	-12%
[17] CCOC(=O)CCC(=O)NCc1ccc2[nH]c(C)cc2c1
 : -2%	-2	0%	-3%	-5%	7%[46.1 µM]	-0.4%	5%	1%	19%
[18] CSc1nc2ccccc2nc1N(C)S(=O)(=O)c1ccc(C)cc1
 : -31%	-3	-2%	3%	1.1µM*	1%	-0.1%	0%	26%	20%
[19] CC(CN1CCOCC1)OC(=O)c1cccs1 (stereo unspecified)
 : 9%	-4	-8%	2%	4%	6%	-0.1%	16%	-5%	29%
[20] COc1cccc2cc(C(=O)c3ccc([N+](=O)[O-])cc3)oc12
 : 29%	-7	-3%	2%	16%	7%	0.4%	10%	-6%	27%
[21] Fc1ccccc1OCCSc1ncnc2nc[nH]c12
 : 85%	8	-7%	0%	-5%	-2%	0.1%	?	-17%	-3%
[22] COc1ccc(NC(=O)CN(C)CCOc2ccc(Cl)cc2)cc1OC
 : 1%	?	2%	-3%	-2%	3%	3.1%	-17%	6%	4%
[23] O=C(Nc1ccc(S(=O)(=O)NC2=NCCCCC2)cc1)c1ccccc1Cl
 : 1%	-1	-3%	2%	19%	10%	-0.2%	-2%	12%	-3%
[24] Cc1nn(-c2nnc(C)c(=O)[nH]2)c(C)c1SCC(=O)Nc1ccc(F)cc1
 : -9%	2	-4%	20%	9%	1%	-0.4%	3%	4%	-9%
[25] Cc1cc(N)n(-c2ccc(Oc3ccccc3)c(S(=O)(=O)O)c2)n1
 : 34%	-2	-3%	0%	5%	.	3.2%	0%	-7%	6%
[26] C=CCn1c(-c2ccc(F)cc2)n[nH]c1=S
 : 2%	-1	-6%	-6%	-3%	-4%	-0.1%	15%	-5%	-214%[inhibitor]
[27] O=C(CN(Cc1ccc2c(c1)OCO2)C(=O)CNS(=O)(=O)c1ccccc1)NCC1CCCO1 (stereo unspecified)
 : -10%	-1	-1%	-19%	-2%	4%	-0.3%	0%	1%	-1%
[28] COc1ccc(C(=O)C2CCN(C(=O)c3ccc(OC)cc3)CC2)cc1
 : -27%	3	-2%	0%	-3%	.	-0.7%	-7%	3%	-19%
[29] COC(=O)C1=C(C)N(C)C(=O)NC1c1ccc(O)c(Cl)c1 (stereo unspecified)
 : -2%	-4	0%	-4%	2%	3%	0.1%	-6%	16%	-21%
[30] CCOc1ccc(CNC(=O)c2ccc(Sc3ccc(Cl)cc3)c(NC(C)=O)c2)cc1
 : -45%	?	-2%	-9%	5%	-1%[46.1 µM]	-0.6%	?	5%	-25%
[31] CCOc1ccc(CCNC(=O)CCc2nnc3ccc(N4CCCC4)nn23)cc1OCC
 : -15%	-3	-3%	12%	-2%	3%	-0.3%	?	.	2%
[32] Cn1cccc1CC(=O)N/N=C/C=C/c1ccco1
 : 51%	0	0%	11%	.	2%[46.1 µM]	0.2%	28%	-10%	-2%
[33] NS(=O)(=O)c1ccc(NC(=O)COC(=O)c2ncc(Cl)c(Cl)c2Cl)cc1
 : -27%	.	-4%	-3%	-5%	0%	-0.6%	7%	.	-6%
[34] CCOC(=O)C1=C(COC(=O)CCNS(=O)(=O)c2ccc(C)c(C)c2)NC(=O)NC1C (stereo unspecified)
 : -12%	14	-3%	-6%	-2%	1%	-0.9%	3%	.	-4%
[35] CCN(c1ccccc1)S(=O)(=O)c1ccc(C(=O)NNC(=O)c2ccccc2F)cc1
 : -21%	2	-1%	5%	7%	2%	3.7%	3%	.	-2%
[36] C=CCn1cccc(C(=O)Nc2ccc(F)cc2)c1=O
 : 92%	10	-2%	?	-13%	-5%	-0.6%	?	?	6%
[37] COc1cccc(CNS(=O)(=O)c2ccc3c(c2)CC(C)N3C(=O)C2CC2)c1 (stereo unspecified)
 : -7%	14	4%	-5%	-1%	4%	-0.2%	-16%	2%	-43%
[38] CC(C)(C)c1cc(C(=O)Nc2ccc(F)cc2)n(Cc2ccc(F)cc2)n1
 : -66%	88*	-5%	15%	-2%	-1%	-0.8%	?	-9%	-66%[inhibitor]
[39] CCCCN(CC)CCNC(=O)c1ccc2c(Cl)c3c(nc2c1)CCC3
 : -45%	-10	-3%	2%	10%	3%	-0.3%	25%	?	3%
[40] COC(=O)c1ccc(COC(=O)C23CC4CC(CC(O)(C4)C2)C3)o1
 : 18%	2	-4%	2%	-2%	-23%	-0.2%	?	7%	-10%
[41] Cc1ccc2[nH]c(O)c(N=NC(=O)c3ccc(NS(=O)(=O)c4cccs4)cc3)c2c1
 : 9%	0	-1%	-2%	-4%	5%	0.5%	-21%	-16%	20%
[42] NS(=O)(=O)c1cc(C(=O)OCC(=O)NC2CC2)ccc1Cl
 : 1%	0	-4%	-4%	2%	6%	-0.1%	0%	-9%	9%
[43] O=C(O)C1CCN(C(=O)c2scc3c2OCCO3)CC1
 : 5%	-1	-12%	-11%	0%	-4%	-0.7%	26%	1%	0%
[44] Cc1ccccc1CN1CCN(C(=O)c2cccc3ccccc23)CC1
 : -20%	4	-4%	.	2%	-6%	-1.0%	14%	6%	-1%
[45] O=C(N/N=C/c1ccc(-c2cccc([N+](=O)[O-])c2)o1)c1cccs1
 : -21%	-1	0%	?	1%	-1%	0.1%	?	3%	-27%
[46] Cc1ccc(CSCC(=O)N(C)CC(=O)Nc2ccc(Cl)c(Cl)c2)cc1
 : -30%	6	-3%	2%	3%	-87%	-0.2%	-19%	.	-12%
[47] O=C(CNC(=O)c1ccc(Br)o1)Nc1cccc(S(=O)(=O)N2CCOCC2)c1
 : -10%	6	1%	5%	-11%	2%	0.1%	0%	.	2%
[48] CCc1ccc(-c2nc(CSCC(=O)NCc3ccco3)c(C)o2)cc1
 : -85%	14	-4%	-2%	-3%	-7%	0.1%	?	4%	7%
[49] CSc1ccc(C(=O)C2CCCN(C(=O)c3cc4cc(F)ccc4[nH]3)C2)cc1 (stereo unspecified)
 : -53%	8	3%	2%	1%	4%	0.0%	0%	16%	?
